# Source: PubChem BioAssay (several laboratories)
# HGIII-sPLA2 inh – human group III sPLA2 inhibitors, primary screen, biochemical, QFRET, BODIPY PC-A2 liposome substrate; 0.56% of 370,000 active; inhibition, % at 12.2 µM; AID 743126, 2013; Group 3 secretory phospholipase A2 (Homo sapiens), Q9NZ20; QFRET BODIPY PC-A2 liposome hydrolysis, fluorescence;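 active = inhibition above mean plus 3 SD of compounds lying within the high and low control bounds, cut at about 19% in these data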;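 note: 0% = median of test compound wells and 100% = no enzyme DMSO wells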
# ARFGAP1 inhibitor – inhibitors of rat ARFGAP1 GAP activity, primary screen, biochemical, fluorescence polarization, GDP tracer. Arfgap1-stimulated ARF1 GTP hydrolysis, GDP FP detection. inhibition, % at 16.5 µM. AID 651572, 2012. 0.26% of 360,000 active;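 active = inhibition above a per-plate limit, mean inhibition of low control wells plus 3 SD, cut at about 25% in these data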;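 note: 0% = DMSO wells with enzyme and 100% = wells lacking Arfgap1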
# Target sequence (Q62848 1-136 limits assumed): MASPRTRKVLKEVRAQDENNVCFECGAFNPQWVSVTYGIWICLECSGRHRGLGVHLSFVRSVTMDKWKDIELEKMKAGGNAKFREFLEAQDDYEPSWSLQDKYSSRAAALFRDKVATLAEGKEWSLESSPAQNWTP
#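 Assay system: Rat Arfgap1 GAP domain (His6, aa 1-136), purified enzyme | Buffer or medium: HEPES 25 mM pH 7.5, NaCl 150 mM, MgCl2, DTT | Schedule: GTP hydrolysis reaction 2 h at 25 °C | Signal: FP of antibody-bound GDP Alexa 633 tracer, ex 620/em 688 nm | Measure: Percent inhibition of Arfgap1-stimulated GTP hydrolysis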
# PLCg1 inh – PLC-gamma1 enzyme inhibitors, primary screen, biochemical, fluorescence, purified enzyme. 1-phosphatidylinositol 4,5-bisphosphate phosphodiesterase gamma-1 (Homo sapiens), P19174. fluorogenic substrate. inhibition, % at 12.2 µM. 0.84% of 370,000 active. AID 720700, 2013; in the data active = inhibition above about 9.5%
# ASAP1 inh – inhibitors of human ASAP1 ArfGAP activity, primary screen, biochemical, fluorescence polarization; ASAP1-stimulated ARF1 GTP hydrolysis, GDP FP detection; inhibition, % at 16.5 µM; 0.19% of 360,000 active; in the data active = inhibition above about 25%;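 note: 0% = vehicle with enzyme and substrate and 100% = no enzyme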
# Tn6 DDE FP – inhibitors of Tn6 peptide binding to fibrin DD(E), primary screen, biochemical, fluorescence polarization, human fibrin, Tn6 probe | Fibrin DD(E) TRITC-Tn6 fluorescence polarization displacement | inhibition, % at 8.3 µM | 0.21% of 370,000 active | Fibrinogen beta chain (Homo sapiens), P02675;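 active = inhibition above a per-campaign cutoff: mean of compounds within control limits plus 3 SD, cut at about 15% in these data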;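 note: 0% = median of all compound wells on the plate and 100% = blocking peptide control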
# KLK7 zymogen act – proKLK7 zymogen activators, primary screen, biochemical, fluorescence intensity; purified proKLK7, EDANS-DABCYL substrate fluorescence; 100% is mature enzyme control, 0% vehicle; Kallikrein-7 (Homo sapiens), P49862; activation, % at 7 µM; 0.9% of 370,000 active;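 active = activation above the mean of all tested compounds plus 3 SD, computed per campaign excluding outliers beyond control limits, cut at about 13% in these data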
# PLC-beta3 inh – human PLC-beta3 inhibitors, primary screen, biochemical, fluorescence. Purified PLC-beta3, fluorogenic substrate. inhibition, % at 12.2 µM. 0.18% of 370,000 active. AID 720704, 2013; in the data active = inhibition above about 11%;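 note: 0% = median of compound wells on plate and 100% = full blocker control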
# UHRF1 binding – UHRF1 methylated DNA binding inhibitors, primary screen, counter-screen for MBD2 inhibitor project, biochemical, TR-FRET, human UHRF1, single concentration. E3 ubiquitin-protein ligase UHRF1 (Homo sapiens), Q96T88. 0.75% of 370,000 active. inhibition, % at 4.4 µM. UHRF1 binding to methylated oligo; in the data active = inhibition above about 21%;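 note: UHRF1 SRA domain binding a hemimethylated CpG hairpin DNA probe; 0% = median of test compound wells and 100% = reference inhibitor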
# Target sequence (Q96T88 whole entry, looked up, the tested form may be a part): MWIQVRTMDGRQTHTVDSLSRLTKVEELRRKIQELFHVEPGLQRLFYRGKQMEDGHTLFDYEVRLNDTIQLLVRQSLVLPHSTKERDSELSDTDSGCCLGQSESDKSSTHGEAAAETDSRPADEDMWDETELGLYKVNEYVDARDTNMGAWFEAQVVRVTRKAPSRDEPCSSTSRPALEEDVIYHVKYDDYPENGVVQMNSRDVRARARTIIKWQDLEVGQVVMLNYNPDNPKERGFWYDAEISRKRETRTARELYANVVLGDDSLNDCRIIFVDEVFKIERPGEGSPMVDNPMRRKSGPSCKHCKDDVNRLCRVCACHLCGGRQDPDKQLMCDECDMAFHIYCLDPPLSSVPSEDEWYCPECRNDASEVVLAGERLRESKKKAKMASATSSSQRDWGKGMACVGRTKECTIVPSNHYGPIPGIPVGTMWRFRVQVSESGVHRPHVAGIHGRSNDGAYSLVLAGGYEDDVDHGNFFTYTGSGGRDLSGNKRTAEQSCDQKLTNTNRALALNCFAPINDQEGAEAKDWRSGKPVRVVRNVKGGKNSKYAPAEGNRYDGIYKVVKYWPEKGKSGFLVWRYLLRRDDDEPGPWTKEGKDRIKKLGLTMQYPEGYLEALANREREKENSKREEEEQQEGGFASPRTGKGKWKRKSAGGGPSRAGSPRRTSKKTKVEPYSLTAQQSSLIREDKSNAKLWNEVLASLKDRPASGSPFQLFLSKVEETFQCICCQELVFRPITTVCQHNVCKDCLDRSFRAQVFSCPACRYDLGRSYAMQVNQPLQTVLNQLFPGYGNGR
# Rev-erbA mod – modulators of Rev-erb alpha DNA binding, primary screen, biochemical, FITC-DNA, fluorescence polarization, uHTS; activity, % at 10 µM; AID 1259318, 2017; 0.79% of 370,000 active; Rev-erbα–FITC-DNA binding, 90 min;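 active = activity above about 14%, limit read from the data; passing the limit was not always enough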;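 note: 0% = DMSO wells with 35 nM protein and 100% = DMSO wells with 750 nM protein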
# DDE Tn7 FP inh – inhibitors of Tn7 peptide binding to fibrin DD(E), primary screen, biochemical, fluorescence polarization, human fibrin, Tn7 probe; AID 720508, 2013; FP displacement of FITC-Tn7 peptide from fibrin DD(E); 0% = median of compound wells per plate; inhibition, % at 8.3 µM; Fibrinogen beta chain (Homo sapiens), P02675; 0.13% of 370,000 active;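 active = inhibition above the mean of compounds falling within the control limits plus 3 SD of them, cut at about 14% in these data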;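 note: 0% = plate median of compound wells and 100% = 10 µM Aha-Tn7 peptide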
#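 system = human fibrin DD(E) protein | quantity = DD(E) 2 µM final | medium = Tris/NaCl/CaCl2 buffer, pH 7.8 | also added = labelled Tn7 tracer, 0.1 µM | compound dosing = single point at 8.3 µM | timing = compound with protein 10 min, then 3 h after probe, room temperature | signal = FP measurement | benchmarks = Aha-Tn7 high control | repeats = one replicate per compound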
# Numbers without * were called inactive; i = inactive; · = not tested or not shown; & = joins results of further samples.
SMILES,HGIII-sPLA2 inh,ARFGAP1 inhibitor,PLCg1 inh,ASAP1 inh,Tn6 DDE FP,KLK7 zymogen act,PLC-beta3 inh,UHRF1 binding,Rev-erbA mod,DDE Tn7 FP inh
CN(C(=O)c1cc([N+](=O)[O-])ccc1N1CCCC1)C1CCCCC1,7.4,-10.2,2.2,1.2,-3.5,0.4,-6.4,-1.3,2.8,-3.7
COc1cc(/C=C(\C#N)c2nc(-c3cc4ccccc4oc3=O)cs2)ccc1O,3.8,9.1,-1.0,19.6,3.8,-0.5,-2.8,1.9,-2.6,2.2
O=C(NC1CCCC1)c1ccc(Br)o1,5.8,-0.1,3.3,15.8,7.1,-0.3,4.8,-1.2,0.1,-2.5
O=S1(=O)c2ccc(Br)cc2OC2CCCC[C@@H]2N1Cc1ccccc1 (some centres undefined),0.0,6.7,0.0,-13.8,-3.4,-0.2,-0.7,-0.9,4.1,-5.6
COc1ccc(OCc2cc(C(=O)N(C)Cc3cc(C4CC4)n[nH]3)no2)c(Cl)c1,-27.8,1.9,-2.8,-1.8,2.1,0.4,-8.3,0.1,0.8,-0.7
COCCCN1C(=O)C(CC(=O)NCCN2CCOCC2)CC(C(=O)N(C)C)=C1C (centres undefined),6.8,0.9,-0.8,0.7,4.3,-0.4,-0.9,4.8,-0.1,0.3
COCCn1c(SCC(=O)Nc2cc(C)on2)nc2ccccc21,-2.8,5.2,-0.5,7.8,-0.4,-0.1,-6.2,-0.5,-3.8,-6.2
Cc1ccc(-c2nnc(N3CCOCC3)c3ccccc23)cc1S(=O)(=O)NCC1CCCO1 (centres undefined),-3.2,7.7,-2.6,-6.1,7.7,-0.1,-2.6,-4.3,-2.3,-10.6
CN(C)CCNC(=S)Nc1ccc(Cl)cc1Cl,6.0,3.4,-2.1,-0.8,-1.8,-0.1,-2.3,0.3,2.9,5.1
CC(C)OCCCNC(=O)c1ccc2c(c1)S(=O)(=O)c1ccccc1C2=O,0.6,7.6,2.1,-8.9,-0.5,-0.1,-4.4,-0.4,-2.4,-4.5
O=c1oc2ccccc2cc1-c1csc(Nc2ccc(O)cc2)n1,-24.5,11.9,-20.3,4.5,-10.0,-0.6,-39.3,2.8,-2.8,-3.1
COc1ccc(Nc2cc(C(=O)NCCCN3CCN(C)CC3)c3ccccc3n2)cc1,-6.7,-0.9,-0.2,1.4,15.2,0.0,-3.9,-2.0,-4.3,2.7
COCCCC1CCN(C(=O)c2cc(COc3cc(C)ccc3C)on2)CC1,-5.0,-3.7,-1.7,-2.0,-0.1,-1.2,-9.5,2.1,-1.8,-5.2
NC(CCc1ccccc1)c1csc(Nc2nccc(C(F)(F)F)n2)n1 (centres undefined),7.8,6.6,-0.1,-10.3,9.5,0.5,2.3,1.5,-0.6,2.4
O=C(Cn1cnc2c(nnn2Cc2ccc(F)cc2)c1=O)NCc1ccc(F)cc1,1.7,-4.1,0.8,-0.9,-1.6,0.2,3.3,-2.0,-3.6,-1.1
Cc1csc(SCC(=O)N2CCN(S(=O)(=O)c3ccccc3)CC2)n1,1.6,-6.4,1.0,4.8,-0.2,0.2,2.4,0.4,0.2,0.6
O=[N+]([O-])c1ccccc1Nc1ccc(O)cc1,1.3,7.0,7.9,6.4,2.8,-0.3,2.4,-6.5,7.1,8.2
N#Cc1c(-c2ccccc2)c(-c2ccccc2)n(Cc2ccco2)c1NC(=O)c1cccs1,-5.1,-12.7,-25.1,-15.4,12.2,-9.7,-53.6,-1.9,2.4,-8.2
Cc1cccc(NC(=O)c2cc([N+](=O)[O-])ccc2NCC2CCCO2)n1 (centres undefined),4.2,6.0,2.8,-1.9,-1.2,-0.3,-6.6,-2.3,2.0,4.7
COc1ccc2nc3oc(C(=O)N4CCCCC4)cc3cc2c1,-0.5,1.6,-465.4,2.6,-2.4,5.2,i,-4.9,5.2,-5.8
Cc1sc2ncnc(N3CCC(C(=O)Nc4cc(C(F)(F)F)ccc4OCC(F)(F)F)CC3)c2c1C,-4.7,8.4,-0.8,-0.9,4.5,0.1,-6.4,-2.6,1.5,-1.1
CCOc1ccc(NC(=S)NNC(=O)c2cc(Br)ccc2Cl)cc1,17.3,0.1,-6.9,7.4,-8.8,0.0,-14.8,-4.7,5.3,1.5
O=C(Nc1ccc2c(c1)CCC2)c1cc(S(=O)(=O)Nc2ccc(F)cc2)c(Cl)cc1Cl,1.8,2.0,0.0,3.3,0.1,0.3,-1.1,2.1,-2.9,-4.1
NC(=O)CC(NC(=O)Cc1ccc(Br)cc1)c1ccc(N2CCCCCCC2)c([N+](=O)[O-])c1 (centres undefined),-1.8,15.5,4.1,-6.2,-2.2,0.1,2.7,-3.0,7.2,-3.2
CC(=O)Nc1ccc(Nc2ccc3nonc3c2[N+](=O)[O-])cc1,2.4,12.1,3.7,3.0,-7.1,-0.3,-2.6,-9.4,-2.3,0.7
CC(=O)Nc1ccc(S(=O)(=O)N2CCC(C(=O)Nc3nccs3)CC2)cc1,-3.4,0.4,4.1,-3.7,-0.2,-0.6,-1.1,-2.5,4.5,-7.2
CC(=O)N1c2ccc(C)cc2Sc2c1ccc1ccccc21,-17.1,-13.6,8.3,9.3,-5.9,0.6,6.7,1.4,2.3,-9.1
CC(CC(=O)O)NCC1COc2ccccc2O1 (centres undefined),8.2,10.2,-0.8,-7.0,3.7,-0.3,-3.3,1.6,-2.0,-2.5
CC1(C)CC(=O)C2=C(C1)Nc1cc3c(cc1C2c1ccc(F)cc1)OCO3 (centres undefined),1.7,5.3,-366.1,4.0,-7.8,-4.3,-451.4,3.2,-1.9,2.0
CC(C)C[C@H](NC(=O)c1nc[nH]c1C(=O)N(C)Cc1ccccc1)C(=O)OC(C)(C)C,-17.9,1.7,-0.6,1.0,4.3,0.5,0.9,-3.8,-4.0,-0.1
N=c1c2ccccc2nnn1-c1cccc(C(F)(F)F)c1,-0.9,6.4,-3.3,-8.5,-7.9,-0.2,0.0,-0.7,3.8,-5.6
COC(=O)c1cc(S(=O)(=O)NCC2CCN(Cc3cccc(Cl)c3)CC2)c[nH]1,-19.1,9.6,-3.0,3.7,-4.2,1.1,-8.3,-0.7,5.7,-1.5
COc1ccc(/C=C/C(=O)OC2CCCN(C)C2)cc1 (centres undefined),14.8,3.8,6.7,7.9,-2.5,0.7,-1.8,4.3,-2.9,1.4
COc1ccc(-c2cc(C(F)(F)F)n3nc(C(=O)O)nc3n2)cc1,7.0,8.8,-421.9,-9.4,-11.5,5.0,i,3.8,1.9,-6.9
COc1ccc(S(=O)(=O)N2CCCCCC2)cc1C(=O)NCc1ccc(C)cc1,3.2,5.7,-6.4,1.4,0.5,-0.3,-9.0,-2.8,-1.4,0.1
CC(C)(CNC(=O)c1cccc(S(=O)(=O)Nc2ccc(Br)cc2)c1)N1CCOCC1,-6.9,-6.0,2.0,1.2,-1.3,-0.1,3.3,2.9,-5.8,3.8
Cc1ccc(N2CCN(C(=O)c3cccc([N+](=O)[O-])c3)CC2)cc1Cl,2.9,1.8,5.4,11.8,-1.4,-0.3,1.5,-1.9,6.4,1.8
CN(C)CCC(O)(c1ccccc1)c1ccccc1Cl (centres undefined),10.6,-9.7,-3.0,-11.0,-2.8,-0.5,-0.6,0.0,0.7&-3.1,7.0
COc1ccc(S(=O)(=O)NCCc2cn3nc(C)c(C)nc3n2)cc1,-0.1,-2.7,i,-6.2,3.4,32.0*,i,0.8,-6.5,4.2
C/C=C/c1ccc(OCC(=O)OCc2csc(Nc3ccc(C)cc3)n2)c(OC)c1,-23.6,7.1,0.8,-3.3,0.5,-1.1,1.1,1.1,0.1,-7.6
O=C(NC1CCCC1)C1CSCCS(=O)(=O)N1Cc1ccc(F)cc1 (centres undefined),2.9,·,-1.1,·,1.6,-0.2,-0.8,0.0,-2.0,-2.4
CSc1cccc(NC(=O)OC2CCCCCCCCCCC2)c1,-3.4,-0.2,-0.6,2.1,7.3,0.2,-3.8,-0.8,-0.4,0.6
COc1ccc(OC)c(S(=O)(=O)Nc2ccc(C)c(C)c2)c1,-20.3,-1.7,1.0,9.4,1.9,-0.8,4.1,-2.0,-0.5,0.2
O=C(O)c1ccc(NNC(=S)Nc2cc(C(F)(F)F)ccc2Cl)cc1,-15.6,0.1,-2.6,-4.9,0.1,-0.4,-12.3,0.0,-2.4,-5.7
CNc1ccccc1C(=O)OCC(=O)N1CCN(c2ccc(OC)cc2)CC1,6.4,-0.9,-232.8,-6.1,-4.0,-1.2,-371.0,0.9,-5.0,12.5
CC(C)CCNC(=O)C1COC(O)(C(Cc2ccccc2)NC(=O)[C@@H](NC(=O)OCc2ccccc2)C(C)C)CN1 (some centres undefined),-0.7,·,-0.7,·,6.5,·,-2.6,0.0,-1.8,-2.2
Cc1cc(O)c(C(C)C)cc1NC(=O)c1ccc(Cl)cc1,-4.6,-10.1,-1.4,-10.6,2.6,-0.3,3.3,-0.7,-5.1,4.7
Nc1ccc2nc(-c3cccc(-c4nc5ccc(N)cc5[nH]4)c3)[nH]c2c1,3.5,60.2*,-33.7,7.8,-37.3,-0.3,-64.3,25.6*,-1.8,5.0
O=c1cc(-c2ccccc2)n(S(=O)(=O)c2ccc3ccccc3c2)o1,-4.9,-11.8,-1.2,4.7,-6.7,0.0,-6.0,-0.2,-2.5,5.5
O=C(COC(=O)C1CCC(=O)N1)Nc1cc(Cl)ccc1Cl (centres undefined),-0.9,5.2,0.1,0.2,-2.2,0.3,-0.1,1.5,-3.5,-6.2
O=C(O)CCCCCNC(=O)/C(=C\c1ccco1)NC(=O)c1ccco1,1.0,9.0,-2.8,-16.3,1.2,1.0,-13.3,-2.0,2.6,-2.0
